# High-throughput results (PubChem BioAssay)
# D2 antag: HTS Assay for Allosteric Antagonists of the Human D2 Dopamine Receptor: Primary Screen for Antagonists; 340,000 compounds, 2% hits; inhibition, % at 10 µM; HEK293 TREx D2 cells, calcium flux, dopamine EC80; D(2) dopamine receptor (Homo sapiens), P14416; in the data active = inhibition above about 30%; also: 0% is about no effect
#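 Tetracycline-induced HEK293 T-REx cells expressing D2 force-coupled to calcium signalling were dye-loaded, exposed to compound for 180 s, then challenged with an EC80 of dopamine; calcium flux was followed kinetically for a further 180 s.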
# TRHR enhancer: qHTS for Small Molecule Agonists and Allosteric Enhancers of Human TRH Receptor: Primary Screen for Enhancers | Thyrotropin-releasing hormone receptor (Homo sapiens), P34981 | TRHR cells, fluo-8 calcium fluorescence, EC20 TRH enhancement | enhancement, % at 2 µM | 360,000 compounds, 0.66% hits | AID 493056, 2011; in the data active = enhancement above about 30%; also: 0% is about no effect
#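 Enhancer read-out: after compound pinning and an initial kinetic agonist-mode read, an EC20 of TRH (10 nM final) was injected and fluo-8 calcium signal (Ex 480/Em 530) followed at 1 s/cycle for 100 cycles in TRHR-expressing cells.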
# D2 agonist: HTS Assay for Allosteric Agonists of the Human D2 Dopamine Receptor: Primary Screen for Agonists | HEK293 T-REx D2 cells, calcium flux agonist mode | activation, % at 2 µM | 340,000 compounds, 0.53% hits;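 active = activation over 3 SD above normal in the single-dose calcium agonist read, cut at about 30% in these data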; also: 0% is about no effect
#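 Calcium-flux readout, 1 cycle/sec over 180 s following compound pin transfer, in inducible HEK293 Trex D2 cells (force-coupled); dopamine controls included. Positive calcium responses during this window marked compounds as potential agonists.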
# IDH1 R132H inh: qHTS for Inhibitors of mutant isocitrate dehydrogenase 1 (IDH1): qHTS; 390,000 compounds, 0.093% hits; Potency, µM (doses to about 76.6 µM), for the others: top-dose activity change, negative = inhibition, most hits filed as inhibitors; AID 602179, 2012; IDH1-R132H enzyme, NADPH consumption, diaphorase/resazurin fluorescence; also: potency is read from the fitted curve at half-maximal effect; % is scaled to controls: 0 for no effect and ±100 for the full control effect; nearly all actives have a fitted effect of over 65% in size
#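 IDH1-R132H (0.5 ug/mL dispensed) in pH 7.5 Tris buffer was preincubated 30 min with compound, then given a substrate mix of 0.016 mM NADPH and 2 mM alpha-KG for 80 min at room temperature; remaining NADPH was read by diaphorase/resazurin fluorescence.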
# PI4K2A inh: qHTS for small molecular inhibitors of PI4K2A; Phosphatidylinositol 4-kinase type 2-alpha (Homo sapiens), Q9BTU6; purified PI4K2A, ADP-Glo luminescence, 1 h; stronger effect = lower value; activity change, negative = inhibition, % at 76.9 µM; 420,000 compounds, 0.13% hits; in the data active = activity change below about -50%; inconclusive = mostly about -30% to -49%;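 also: -100% = wells without enzyme as full effect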
# Target sequence (Q9BTU6 whole entry, looked up): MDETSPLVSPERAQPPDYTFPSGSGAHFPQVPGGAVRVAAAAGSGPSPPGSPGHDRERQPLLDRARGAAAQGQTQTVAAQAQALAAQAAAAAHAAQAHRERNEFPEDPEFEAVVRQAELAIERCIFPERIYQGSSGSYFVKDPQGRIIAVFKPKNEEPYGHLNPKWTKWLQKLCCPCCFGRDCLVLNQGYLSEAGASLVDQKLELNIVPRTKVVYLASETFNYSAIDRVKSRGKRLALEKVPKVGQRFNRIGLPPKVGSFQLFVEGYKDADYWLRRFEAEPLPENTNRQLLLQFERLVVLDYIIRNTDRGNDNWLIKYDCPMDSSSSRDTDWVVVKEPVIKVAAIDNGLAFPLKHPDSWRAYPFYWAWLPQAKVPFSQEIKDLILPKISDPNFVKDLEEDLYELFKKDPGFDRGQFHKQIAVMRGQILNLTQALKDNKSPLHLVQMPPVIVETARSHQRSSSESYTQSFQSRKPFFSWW
#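 ADP-Glo luminescence measured ADP generated by PI4K2A enzyme (4 ug/mL before mixing) with 1.2 mM PI substrate (pre-mix) and 300 microM ATP (pre-mix). Tris pH7.5 buffer with MgCl2, Triton X-100; 1 h reaction at ambient temperature.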
# TRHR ag: qHTS for Small Molecule Agonists and Allosteric Enhancers of Human TRH Receptor: Primary Screen for Agonists; 360,000 compounds, 0.18% hits; Thyrotropin-releasing hormone receptor (Homo sapiens), P34981; AID 493084, 2011; activation, % at 2 µM; TRHR cells, calcium flux fluo-8, FDSS agonist mode; in the data active = activation above about 30%; also: 0% is about no effect
#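 Agonist-mode FDSS calcium read (Ex 480/Em 530, 1 s cycles) in 1536-well TRHR cells with fluo-8 dye, after 10-cycle baseline and 23 nL compound addition; TRH at EC20 (10 nM final) added afterwards for the enhancer phase.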
# USP1 inh: Inhibitors of USP1/UAF1: Primary Screen | Ubiquitin carboxyl-terminal hydrolase 1 (Homo sapiens), O94782 | recombinant USP1/UAF1, Ub-Rhodamine cleavage fluorescence | Potency, µM (highest dose often 57.1 µM), without a hit: at the top dose activity change, negative = inhibition, most hits filed as inhibitors | 390,000 compounds, 0.23% hits; also: potency is read from the fitted curve at half-maximal effect; % is scaled to controls: 0 for no effect and ±100 for the full control effect; nearly all actives have a fitted effect of over 60% in size; inactives centre near -12
#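 USP1/UAF1 complex at 1 nM was preincubated with compound for 15 min at room temperature, then Ub-Rho substrate (150nM final) was added. Fluorescence (480/540 nm) was read kinetically, 6 reads every 60 seconds.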
# TrxR1 inh: qHTS Assay for Inhibitors of Mammalian Selenoprotein Thioredoxin Reductase 1 (TrxR1): qHTS | Thioredoxin reductase 1, cytoplasmic (Rattus norvegicus), O89049 | recombinant rTrxR1, NADPH fluorescence consumption, selenite substrate | Potency, µM (titrated, usually from 114 µM), for inactives: at the top dose activity change, negative = inhibition, usual class: inhibitors | 390,000 compounds, 1% hits; also: potency is read from the fitted curve at half-maximal effect; % is scaled to controls: 0 for no effect and ±100 for the full control effect; nearly all actives have a fitted effect of over 65% in size
# Target sequence (O89049 whole entry, looked up): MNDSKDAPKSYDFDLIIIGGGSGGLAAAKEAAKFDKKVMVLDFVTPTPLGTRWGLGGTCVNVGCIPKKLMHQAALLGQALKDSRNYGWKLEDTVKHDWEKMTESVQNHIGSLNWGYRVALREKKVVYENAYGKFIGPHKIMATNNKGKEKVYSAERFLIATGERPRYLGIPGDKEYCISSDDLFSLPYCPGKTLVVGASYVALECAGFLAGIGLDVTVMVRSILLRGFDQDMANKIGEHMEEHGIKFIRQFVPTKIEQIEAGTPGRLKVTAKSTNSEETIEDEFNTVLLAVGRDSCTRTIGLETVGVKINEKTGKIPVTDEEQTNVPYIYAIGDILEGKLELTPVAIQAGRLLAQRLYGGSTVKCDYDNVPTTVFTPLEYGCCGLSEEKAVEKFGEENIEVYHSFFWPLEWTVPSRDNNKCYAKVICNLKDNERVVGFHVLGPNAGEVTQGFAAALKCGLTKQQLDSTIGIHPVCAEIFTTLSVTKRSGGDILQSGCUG
#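 Rat TrxR1 (90 nM in the dispensed reagent) was pre-reduced with 400 uM NADPH for 5 min at room temperature, then incubated with compound for 15 min. After 400 uM selenite was added, NADPH fluorescence (Ex 340/Em 450 nm) was followed for 8 min.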
# TrxR1 substrate: qHTS Assay for Substrates of Mammalian Selenoprotein Thioredoxin Reductase 1 (TrxR1): qHTS; Thioredoxin reductase 1, cytoplasmic (Rattus norvegicus), O89049; purified TrxR1 substrate turnover, NADPH consumption readout; Potency, µM (highest dose often 114 µM), for inactives: at the highest dose activity change, negative = substrate turnover; 390,000 compounds, 0.01% hits; also: potency is read from the fitted curve at half-maximal effect; % is scaled to controls: 0 for no effect and ±100 for the full control effect; nearly all actives have a fitted effect of over 50% in size
#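 Rat TrxR1, dispensed at 90 nM, was prereduced with 400 uM NADPH (final) for 5 min at ~22 deg C, then incubated with compound 15 min before 400 uM selenite. A first-read NADPH fluorescence drop versus no-compound background flagged substrates.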
# An asterisk follows results filed as active; ? = inconclusive; · = not tested or not shown; [ ] = remark or other dose. Unless noted, calls follow the shape of the dose curve; as a rule, active = well fitted inhibition curve with a large enough effect; inconclusive = small, poorly fitted or top-dose-only effect; inactive = no such curve, though single readings can be large or run the other way.
structure,D2 antag,TRHR enhancer,D2 agonist,IDH1 R132H inh,PI4K2A inh,TRHR ag,USP1 inh,TrxR1 inh,TrxR1 substrate
N#CNC(=Nc1ccccc1)SCc1ccc(C(=O)O)cc1,-17.1,5.3,1.1,0.0%,-3.4,1.7,-4.4%,0.5%[57.1 µM],3.6%
Cc1ccc(C(=O)/C=C/Nc2ccc(S(=O)(=O)Nc3cc(C)nc(C)n3)cc2)cc1,17.1,-1.5,-0.9,4.1%,-0.2,0.2,0.1%,?,50.4%[activator]
CC(C)n1c(NCCO)nc2ccccc21,-5.3,-2.6,-0.3,-2.8%,0.7,0.7,1.4%,16.3%[57.1 µM],7.0%[57.1 µM]
CCC1(CC)CNC(=O)NC1=O,·,·,·,3.1%,4.7,·,-15.8%,-8.7%[11.4 µM],-4.8%[11.4 µM]
CC(C(=O)N1CCOCC1)c1ccccc1 (configuration not stated),-14.8,-0.1,0.6,8.0%,-5.5,0.1,?,17.2%,8.4%
O=C(Nc1ccc(Br)cc1)c1cnccn1,19.2,3.4,0.2,0.2%,-3.1,0.6,1.2%,-4.9%,6.7%[57.1 µM]
O=C(Cn1ccc2ccccc2c1=O)N1CCN(c2cccc(Cl)c2)CC1,·,·,·,0.2%,-2.8,·,-10.6%,5.6%,4.9%[57.1 µM]
CCCCOc1ccccc1C1CC(=O)Nc2cc(OC)c(OC)cc21 (configuration not stated),·,15.2,0.3,-4.9%,-1.3,1.5,-16.7%,15.9%,-2.7%
O=C(NS(=O)(=O)NC1CCCCC1)C1=C(N2CCCC2)COC1=O,·,·,·,0.0%,0.6,·,?,12.9%,-8.7%
CC(C)NC(=S)Nc1ccc2[nH]c(=O)[nH]c2c1,-9.0,-9.0,0.6,11.4%,-1.8,0.2,0.9%,-5.8%,-3.5%
COc1ccc([C@H]2CC(=O)C=C(c3ccccc3C(F)(F)F)C2)cc1,0.1,5.2,0.6,-9.0%,-1.5,0.6,?,17.1%,0.1%
Cc1occc1C(=O)NNC(=O)Nc1ccc(Cl)c(Cl)c1,6.5,-0.9,-0.6,2.4%,-4.9,0.2,-3.9%,-0.8%[57.1 µM],8.1%[57.1 µM]
CC(C)C(=O)NC(NC1CCS(=O)(=O)C1)C(Cl)(Cl)Cl (configuration not stated),17.7,2.8,1.4,-0.5%,-6.3,0.1,6.3%,-11.8%,-6.0%
CCOC(=O)N1CCC(NC(=O)c2cnn(-c3ccc(C)cc3C)c2C2CCN(C(=O)OC(C)(C)C)CC2)CC1,·,25.5,0.8,11.8%,-1.6,-1.1,-4.3%,-0.4%,-5.5%
COc1ccc(C(CC(=O)NCc2ccccc2)Sc2n[nH]c(-c3ccc(Cl)cc3)n2)cc1 (configuration not stated),17.7,1.0,0.2,-7.9%,-1.7,0.1,-10.8%,16.3%,-1.2%
O=C(CSc1nc2ccccc2nc1Cc1ccccc1)NCc1ccccc1Cl,·,-3.3,1.5,8.4%,1.3,0.4,-19.8%,8.1%[57.1 µM],0.6%[57.1 µM]
Oc1c(Cl)cc(Cl)cc1/C=N/c1nccs1,3.2,7.2,-0.7,0.0%,-9.7,-0.7,-7.3%,?,-4.3%
Cc1ccc(CN2CCc3nc(SCC(=O)Nc4cccc(C)c4C)[nH]c(=O)c3C2)cc1,·,5.9,2.3,-6.3%,-1.5,0.3,-3.6%,10.6%,-1.4%
O=C(CN1C(=O)CCSc2ccc(S(=O)(=O)N3CCCC3)cc21)Nc1cccc(Cl)c1,·,2.8,-0.2,15.7%,-0.3,0.4,?,23.3%[57.1 µM],2.6%[57.1 µM]
COc1ccc(Oc2c(Cl)cnn(-c3ccc(F)cc3)c2=O)cc1,-12.0,9.8,-0.3,4.0%,-2.6,0.0,1.9%,0.7%[57.1 µM],1.9%[57.1 µM]
Cc1ccc2c(c1)-c1c(cnn1CC(=O)Nc1ccccc1C#N)CO2,·,-4.8,0.3,6.3%,-3.4,1.0,-14.5%,-0.5%,1.3%
C=CCn1c(SCc2ccc(C#N)cc2)nnc1-c1ccccc1,-27.4,2.9,0.8,0.1%,-0.4,-0.7,-4.3%,-8.0%,-1.9%
COc1ccc(F)c(CN2CCC(n3nccc3NC(=O)CCCc3ccccc3)CC2)c1,-12.8,-6.9,0.4,-0.6%,-19.2,-0.3,1.8%,5.4%,-2.4%
CCCc1cc(C(=O)OC)c(NC(=O)CCC(=O)O)s1,-13.4,-19.1,-0.2,-6.4%,1.0,-0.2,-18.7%,18.6%[57.1 µM],-4.2%
COc1ccc(NC(=O)c2cc3cc(OC)ccc3oc2=N)cc1,-8.4,4.6,-0.1,12.4%,3.6,-0.8,-10.0%,21.6%[57.1 µM],13.6%[57.1 µM]
CC(NC(=O)c1cccnc1)C(=O)O (configuration not stated),3.8,-3.5,1.5,-9.4%,-6.8,-0.2,-9.0%,28.5%,1.4%
C/C(=N\OCC(=O)N/N=C/c1ccccc1O)c1cccs1,-8.6,-0.8,0.3,1.3%,-5.1,0.1,-7.9%,23.2%[57.1 µM],15.0%[57.1 µM]
Cc1cccc(C(=O)NC2CCCc3ccccc32)c1 (configuration not stated),0.5,-1.8,0.0,·,·,0.2,·,·,·
O=C(NNS(=O)(=O)c1ccc(Cl)cc1)c1cc(-c2ccccc2)n[nH]1,·,1.2,·,2.1%,-2.4,-0.3,-10.2%,15.4%,0.2%
COc1ccc(C(=O)COC(=O)CCn2nnc(-c3cccc(O)c3OC)n2)cc1,7.6,-1.2,0.0,-0.5%,1.2,-0.6,7.8%,20.0%,0.5%
COCCNC(=O)/C(C#N)=C\c1ccc(CNS(=O)(=O)c2ccc(C)cc2)o1,16.4,12.5,-0.3,-1.2%,-2.5,-0.2,-22.5%,2.8%[57.1 µM],-0.1%[57.1 µM]
Cc1ccc(C(=O)NNC(=S)NC(=O)c2ccc(Cl)cc2)cc1,·,·,·,-7.3%,3.6,·,-7.9%,-14.3%,-10.1%
CNC(=O)N(O)C1N(/N=C/c2cccnc2)C(=S)SC1(C)C (configuration not stated),-25.2,-5.4,0.3,-10.6%,-4.8,-0.7,-19.4%,2.4%,-12.0%
COc1ccc(/C=C/C(=O)c2ccccc2)cc1COc1ccccc1F,·,4.0,·,-0.2%,15.9,-0.3,-15.1%,-10.1%,-8.0%
COC(=O)C(Cc1c[nH]c2ccccc12)NC(=O)c1cccc(S(=O)(=O)N2CCCCC2)c1 (configuration not stated),3.2,-5.2,-0.3,2.5%,-0.9,-0.1,-13.4%,22.6%,-0.5%
O=[N+]([O-])c1ccc(/C=N/n2c(C3CCCCC3)n[nH]c2=S)cc1,-2.6,-0.5,0.3,-4.8%,0.0,-0.3,1.4%,10.1%,-4.2%
O=C(CCCOc1ccccc1)Nc1ccc(Br)cc1,·,·,·,2.9%,1.8,·,-16.6%,12.2%[57.1 µM],-5.4%
CCN1C(=O)C(Cc2nc3ccccc3c(=O)n2C)c2cc(C)ccc21 (configuration not stated),·,1.4,0.5,-6.2%,-0.3,-0.2,-9.9%,23.5%[57.1 µM],5.5%[57.1 µM]
CC(C)(C)NC(=O)COc1ccc(CNc2ncn[nH]2)cc1,-3.0,1.0,0.7,16.9%,-3.5,2.0,-0.2%,44.0%[activator][57.1 µM],9.6%[57.1 µM]
COc1ccccc1NC(=O)c1cc([N+](=O)[O-])ccc1NCCN1C(=O)CCC1=O,-7.9,2.4,46.9*,13.3%,3.4,-3.5,-16.1%,5.7%,-4.5%
O=C(Cn1ccc2cc(S(=O)(=O)N3CCCCCC3)ccc21)NCc1cccc(Cl)c1,·,-5.3,-1.4,17.6%,-3.7,0.4,-2.2%,-22.9%[57.1 µM],-7.1%[57.1 µM]
COc1ccc(CN(C)C(=O)c2ccc(NC(=O)CC3SC(N4CCCC4)=NC3=O)cc2)c(OC)c1 (configuration not stated),14.8,10.1,-2.5,13.7%,-1.6,0.5,-6.8%,1.3%[57.1 µM],-1.7%[57.1 µM]
COC(=O)c1ccccc1NC(=O)N1CCN(c2ccc(F)cc2)CC1,-9.9,14.9,0.3,0.0%,3.5,-0.4,-15.5%,39.8%[activator],-1.8%
N#Cc1c(NC(=O)c2cc3nc(-c4ccc(Br)cc4)cc(C(F)(F)F)n3n2)sc2c1CCCC2,·,1.0,0.4,2.5%,1.1,0.0,8.7%,17.9%[57.1 µM],4.3%[57.1 µM]

# A different layout for part of the listing above.
# Below each compound – D2 antag	TRHR enhancer	D2 agonist	IDH1 R132H inh	PI4K2A inh	TRHR ag	USP1 inh	TrxR1 inh	TrxR1 substrate
- CCN1C(=O)C(Cc2nc3ccccc3c(=O)n2C)c2cc(C)ccc21 (configuration not stated)
→ ·	1.4	0.5	-6.2%	-0.3	-0.2	-9.9%	23.5%[57.1 µM]	5.5%[57.1 µM]
- CC(C)(C)NC(=O)COc1ccc(CNc2ncn[nH]2)cc1
→ -3.0	1.0	0.7	16.9%	-3.5	2.0	-0.2%	44.0%[activator][57.1 µM]	9.6%[57.1 µM]
